Screening data as filed in PubChem BioAssay.
Rac1 GTP hydrolysis: MgcRacGAP GTPase-activating activity inhibitors, confirmation, biochemical, ADP Hunter fluorescence | Rac GTPase-activating protein 1 (Homo sapiens) | MgcRacGAP-stimulated Rac1 GTP hydrolysis, ADP Hunter fluorescence; higher % means a stronger effect; GST-tagged Rac1 F28L mutant substrate | inhibition, % at 30 µM; hits with a dose series show IC50 in µM | actives 0.6% (n = 340,000) | AID 624330, 2012;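 active = first-screen hits whose inhibition reached a set limit at any dose in the follow-up dose series; inconclusive = inhibition above the set first-screen limit but never retested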;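 note: fluorescence reports GDP produced by GAP-driven GTP hydrolysis; strong numbers were not always called active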
Myeloid diff 2: induction of myeloid progenitor differentiation, primary screen, cell-based, flow cytometry, MLPCN library; calls only at 10 µM; actives 1% (n = 360,000); ER-HoxA9 myeloid progenitors, lysozyme-GFP differentiation;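 active = normalized GFP-positive differentiation at or above the plate's own cutoff, the solvent-only control mean plus 3 SD; inconclusive = no clear call, values can overlap the other calls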;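 note: cells exposed to compound for four days before flow analysis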
Myeloid diff 2 GFP+ MAC1+ %: second read-out of Myeloid diff 2, no call of its own (marks repeat the call); GFP+ MAC1+ double positive, %; measured here: differentiation confirmed by MAC1 staining
* marks the source's active call; other numbers are inactive results; i = inactive; ? = inconclusive; + = active, no number.

Order of values – Rac1 GTP hydrolysis	Myeloid diff 2	Myeloid diff 2 GFP+ MAC1+ %
S=C1Nc2ccccc2CS1
  5.6%	i	0.8
NNc1ccc([N+](=O)[O-])c2[nH][nH]c(=O)c12
  76.8µM*	i	0.9
O=C(c1cc(C2CC2)nn1-c1ccccc1)N1CCN(c2ccc(O)cc2)CC1
  37.9µM*	i	0.7
CC1(C)COC(c2ccc3c(c2)OCO3)OC1
  -1.6%	i	1.0
CCOC(=O)Nc1cc(OC)cc2ccc(C)nc12
  7.8%	i	0.1
CN(CC(=O)NCc1ccco1)CC(=O)Nc1cc(S(C)(=O)=O)ccc1Cl
  0.6%	i	1.7
NC(=S)NN=C1Cc2cccc3cccc1c23
  6.7%	i	0.6
O=C(OCc1nnc(-c2ccc([N+](=O)[O-])cc2)o1)C1CCN(C(=O)c2ccc(Cl)cc2)CC1
  12.2%	i	0.6
COc1ccc(-c2nnc(N)s2)cc1OC
  5.3%	i	1.5
O=C1CCC[C@@H]2[C@@H](Cc3ccccc3)[C@H](N3CCN(c4ccccc4)CC3)C[C@@H]3CCN1[C@@H]32
  2.3%	i	1.6
CN(Cc1ccc([N+](=O)[O-])cc1)c1ccccc1
  2.5%	i	1.4
CCOC1=CC(=O)OC(c2ccccc2)C1 (stereo unspecified)
  4.5%	i	1.1
O=C(NC(Cc1ccc(O)cc1)C(=O)N=Nc1c(O)[nH]c2ccccc12)c1ccccc1 (stereo unspecified)
  4.9%	i	2.4
CCOC(=O)C1=C(O)/C(=C/c2ccc(-c3ccccc3C(=O)O)o2)SC1=Nc1ccc(C)cc1
  8.4%	i	0.8
Oc1ccc(C=NNC(=S)Nc2ccc(F)cc2)c(O)c1
  ?	i	0.7
COc1cc2sc3cc(NCc4ccc(C)o4)ccc3c(=O)c2cc1OC
  12.0%	i	1.1
C[C@H]1CN([C@@H](C)CO)S(=O)(=O)c2ccc(C#Cc3cccnc3)cc2O[C@@H]1CN(C)C(=O)Nc1ccc2c(c1)OCO2
  7.1%	i	0.4
O=C(CCc1nc2sc3c(c2c(=O)[nH]1)CCCC3)NCCc1ccc(Cl)cc1
  3.3%	i	2.1
CC(=O)Nc1cc2c3c(cccc3c1)-c1ccccc1-2
  5.2%	+	7.7*
O=C(c1ccc(F)cc1)c1cccc(C(=O)c2ccc(F)cc2)n1
  3.2%	i	1.0
COc1ccccc1CCNC(=O)c1cc(-c2ccccn2)nc2ccccc12
  0.2%	i	0.5
NC(=O)C1CCCN(C(=O)CN2C(=O)NC(c3ccccc3)(c3ccccc3)C2=O)C1 (stereo unspecified)
  2.1%	i	0.8
CCC1(C)COC(c2ccc3c(c2)OCO3)OC1 (stereo unspecified)
  5.9%	i	0.7
Cc1cc(Nc2ccc(F)cc2)c2ccccc2n1
  10.8%	i	0.6
CCOC(=O)C1=CN(Cc2ccco2)S(=O)(=O)N(CC)C1c1ccccc1 (stereo unspecified)
  0.0%	i	0.5
O=C(CSc1nncs1)Nc1cc(S(=O)(=O)N2CCOCC2)ccc1N1CCCC1
  6.9%	i	1.8
COc1ccccc1CNC(=O)COC(=O)C1CCN(S(=O)(=O)c2c(Cl)cccc2Cl)CC1
  -3.5%	i	0.8
C[C@@H]1CN([C@H](C)CO)C(=O)CCCn2cc(nn2)CO[C@H]1CN(C)S(=O)(=O)c1cccc(F)c1
  6.6%	i	0.5
C[C@H]1C(c2ccc(F)cc2)=NN(c2ccccc2)[C@@H]1CO
  15.1%	i	3.6
COc1cccc(C#CC2=CC(=O)CC(C)(C)C2)c1
  3.0%	i	0.8

New compounds follow
Order of values – Rac1 GTP hydrolysis	Myeloid diff 2	Myeloid diff 2 GFP+ MAC1+ %
CC(=O)N1CC2(CC(c3ccccc3F)=NO2)CN1c1ccc(Cl)cc1 (stereo unspecified)
  2.7%	i	0.5
CC(=O)OC1C(=O)N(Cc2ccccc2)C1c1ccc(C)cc1 (stereo unspecified)
  -0.9%	i	0.1
O=C(/C=C/c1ccccc1)Nc1cccc(C(=O)NCCCc2ccccc2)c1
  5.8%	i	0.9
Cc1ccccc1N1CCN(c2ccccc2NC(=O)/C=C\C(=O)O)CC1
  -1.1%	i	0.2
Cc1cccc(N2CCN(CC(O)COc3ccc4ccccc4c3)CC2)c1 (stereo unspecified)
  3.6%	i	0.6
CC(=O)N1C[C@H]2CON(C)[C@H]2C[C@H]1c1cccc(-c2ccc(C#N)cc2)c1
  12.6%	i	0.4
COc1ccccc1N1CCN(S(=O)(=O)CCNC(=O)C(C)Oc2ccccc2)CC1 (stereo unspecified)
  20.3%	i	0.8
Cc1ccc(C(=O)Nc2ccc(NC(=O)c3ccccc3Cl)c(C)c2)cc1
  9.6%	i	0.3
Cc1cccc(S(=O)(=O)N(C)C[C@H]2OCc3cnnn3CCCC(=O)N([C@H](C)CO)C[C@@H]2C)c1
  16.0%	i	0.3
C=CCn1c(SCC(=O)c2c(N)n(C3CC3)c(=O)[nH]c2=O)nnc1-c1ccccc1OC
  8.3%	i	0.7
O=C1CC(=O)OC(c2ccc([N+](=O)[O-])cc2)O1
  -0.3%	i	2.1
O=C(O)C(c1ccccc1)C1(O)CC2CCC1C2 (stereo unspecified)
  -0.2%	i	1.1
COC(=O)C/C=C/N(Cc1ccccc1OC)S(=O)(=O)CCl
  4.0%	i	3.9
Cc1c(NC(=O)c2cccc(NC(=O)COc3ccc(C#N)cc3)c2)c(=O)n(-c2ccccc2)n1C
  4.8%	i	1.4
C[C@@H]1CN([C@H](C)CO)C(=O)CCCn2nncc2CO[C@H]1CN(C)Cc1ccccc1C(F)(F)F
  13.6%	i	0.4
CC(=O)N1CCN(S(=O)(=O)c2cccc(C(=O)OCC(=O)Nc3c(Cl)cccc3C(F)(F)F)c2)CC1
  0.6%	i	0.9
CCN(CC(=O)Nc1ccccc1C(F)(F)F)C(=O)CN1C(=O)NC(C)(c2ccc3ccccc3c2)C1=O (stereo unspecified)
  5.6%	i	0.4
CCN(CC(=O)NCc1ccc(F)cc1)C(=O)c1cccc(S(=O)(=O)N(C)c2ccc(OC)cc2)c1
  7.2%	i	1.6
O=C(OCc1ccccc1)N1CCC2CC1c1ccc(-c3ccc4c(c3)OCO4)cc12 (stereo unspecified)
  6.7%	i	1.5
COc1cc(O)cc(/C=C/c2ccccc2)c1
  -0.3%	i	0.6
O=C(NCc1ccccc1)c1ccc(NC(=O)C2CCCCC2)cc1
  9.5%	i	1.0
C[C@@H]1CN([C@H](C)CO)C(=O)CCCn2cc(nn2)CO[C@H]1CN(C)C(=O)Cc1ccccc1
  4.4%	i	0.5
CN(CC(=O)Nc1c(Cl)cccc1Cl)C(=O)CCC(=O)c1ccccc1
  1.9%	i	1.1
C[C@@H]1CN([C@@H](C)CO)S(=O)(=O)c2ccc(Br)cc2O[C@H]1CN(C)C(=O)Nc1ccc(C(F)(F)F)cc1
  14.1%	i	0.9
CC(=O)Nc1cccc(C(=O)OCC(=O)N2CCN(C(=O)COC(=O)c3cccc(NC(C)=O)c3)CC2)c1
  5.5%	i	0.4
CC(C)N1CCN(c2ccncc2S(=O)(=O)N2CCN(C)CC2)CC1
  9.5%	i	1.0
CC(Oc1ccc(Cl)cc1)C(=O)Nc1cccc(S(=O)(=O)N2CCCC2)c1 (stereo unspecified)
  7.4%	i	2.4
COc1ccc(CNS(=O)(=O)CCNCc2ccco2)cc1
  8.4%	i	0.7
CCCCCC(=O)N1C[C@H](O)[C@@H](n2cc(-c3ccc(F)cc3)nn2)C[C@@H]1c1ccccc1
  12.2%	i	0.1
Cc1cc(Cl)c2oc(C(=O)N3CCOCC3)c(C)c2c1
  10.5%	i	0.7

An excerpt of these results, with each value named:
C[C@@H]1CN([C@H](C)CO)C(=O)CCCn2cc(nn2)CO[C@H]1CN(C)C(=O)Cc1ccccc1
  Rac1 GTP hydrolysis: 4.4%
  Myeloid diff 2: i
  Myeloid diff 2 GFP+ MAC1+ %: 0.5

CN(CC(=O)Nc1c(Cl)cccc1Cl)C(=O)CCC(=O)c1ccccc1
  Rac1 GTP hydrolysis: 1.9%
  Myeloid diff 2: i
  Myeloid diff 2 GFP+ MAC1+ %: 1.1

Retrieved by compound from above (two):
Order of values – Rac1 GTP hydrolysis	Myeloid diff 2	Myeloid diff 2 GFP+ MAC1+ %
O=C1CC(=O)OC(c2ccc([N+](=O)[O-])cc2)O1
  -0.3%	i	2.1
CC(=O)N1CCN(S(=O)(=O)c2cccc(C(=O)OCC(=O)Nc3c(Cl)cccc3C(F)(F)F)c2)CC1
  0.6%	i	0.9

Following part:
Order of values – Rac1 GTP hydrolysis	Myeloid diff 2	Myeloid diff 2 GFP+ MAC1+ %
O=C(NCCc1ccc(F)cc1)c1ccc(S(=O)(=O)N2CCCCC2)cc1
  5.4%	i	0.5
CCCCC[C@@H](/C=C/C1C(=O)C=C[C@H]1C/C=C\CCCC(=O)O)OC(C)=O (stereo partly specified)
  15.2%	i	1.2
O=C(NCc1ccccc1)/C(=C\c1cccc([N+](=O)[O-])c1)NC(=O)c1ccco1
  16.5%	i	1.0
O=C(NN=Cc1ccccc1)C(Oc1ccccc1)c1ccccc1 (stereo unspecified)
  3.5%	i	1.6
O=c1[nH]c(=O)n(CCCc2ccccc2)cc1-c1ccccc1
  4.7%	i	0.6
COc1ccc(-c2ccc3c(c2)C2CC3CCN2)cc1 (stereo unspecified)
  7.5%	i	0.3
O=C1c2[nH]c(=O)[nH]c(=O)c2CN1Cc1ccccc1
  6.5%	i	0.9
O=C(Nc1cc(Cl)ccc1Cl)N1CCN(C(=O)Nc2cc(Cl)ccc2Cl)CC1
  -4.5%	i	0.7
COc1cc(OC)cc(C(=O)N[C@H](C(=O)OCC(=O)N2CCN(S(=O)(=O)c3ccc(C)cc3)CC2)C(C)C)c1
  3.5%	i	0.3
CC(C)(C)c1ccc(S(=O)(=O)NCCN2CCOCC2)cc1
  26.9%	i	1.1
O=C(CCc1ccccc1)Nc1ccccc1OC(=O)c1ccccc1
  1.8%	i	0.9
CN(C(=O)c1ccc(NC(=O)Cc2cccc(NC(=O)C3CCN(C(=O)c4ccccc4)CC3)c2)cc1)C1CC1
  9.9%	i	1.3
CC(=O)NC(Cc1c[nH]c2ccccc12)C(=O)OCC(=O)N1CCN(S(=O)(=O)c2ccc(Cl)cc2)CC1 (stereo unspecified)
  5.5%	i	1.9
N#C/C(=C/c1ccc(-c2ccc([N+](=O)[O-])cc2)o1)c1nnc(N2CCOCC2)n1-c1ccccc1
  1.0%	+	6.2*
OC[C@@H]1[C@@H](c2ccc(Cl)cc2)C(c2ccccc2)=NN1c1ccccc1
  9.9%	i	0.9
COCCN(C(=O)COC(=O)CCC1CCCCC1)c1c(N)n(Cc2ccccc2)c(=O)[nH]c1=O
  8.8%	i	0.6
C[C@H]1CN(c2ccc(Br)cc2)C(=O)[C@@H]1CC(=O)Nc1ccc(Br)cc1
  12.8%	i	0.2
CCOc1ccccc1C(=O)NC(C(=O)N(C)c1c(N)n(Cc2ccccc2)c(=O)[nH]c1=O)C(C)C (stereo unspecified)
  6.8%	i	0.4
CC[C@@H](NCCCn1ccc(NC(=O)OCc2ccccc2)nc1=O)c1ccccc1
  12.7%	i	0.3
CCc1ccc(N(CC(=O)N2CCCC2)S(C)(=O)=O)cc1
  1.4%	i	1.2
Cc1ccc(NC(=O)C2CCN(S(=O)(=O)c3ccc(C(C)(C)C)cc3)CC2)cc1S(=O)(=O)N1CCOCC1
  2.1%	i	0.6
C[C@H](CO)N1C[C@H](C)[C@H](CN(C)C(=O)Cc2cccnc2)Oc2ncc(Br)cc2C1=O
  13.8%	i	0.7
CC(=O)c1cccc(NC(=O)C(C)OC(=O)c2ccc(-n3cnnn3)cc2)c1 (stereo unspecified)
  8.4%	i	0.3
Cc1cc(NC(=O)CSc2nc3[nH]c(=O)cc(O)c3s2)ccc1Br
  9.0%	i	0.4
NC(=O)C1(Nc2ccc(Cl)cc2)CCCC1
  5.2%	i	0.5
CCOc1ccccc1C=NNC(=O)C(=O)NN=Cc1ccccc1OCC
  0.0%	i	1.2
COc1ccc(CNC(=O)C[C@H]2C[C@H](C(=O)N3CCOCC3)[C@@]3(CCC4CCCC4)c4[nH]c5ccc(Cl)cc5c4CCN3C2=O)cc1OC
  10.2%	i	0.5
CC(NC(=O)COC(=O)c1ccccc1O)c1ccccc1 (stereo unspecified)
  5.4%	i	0.8
CC12CCC(=O)C=C1CCC1C2C(O)CC2(C)C1CCC2(O)C(=O)COC(=O)COCC(=O)O (stereo unspecified)
  -1.2%	i	0.9
COc1ccccc1NC(=O)N(C)C[C@H]1Oc2ncc(C#CCN(C)C)cc2C(=O)N([C@H](C)CO)C[C@H]1C
  8.3%	i	1.0
c1ccc(CCNCc2ccco2)nc1
  3.4%	i	0.7
CCOc1ccccc1OCCCC(=O)Nc1cc(S(=O)(=O)N2CCCCC2)ccc1C
  4.8%	i	0.8
Cc1ccc(S(=O)(=O)N2CCC(C(=O)OCC(=O)N3C(C)CCCC3C)CC2)cc1C (stereo unspecified)
  2.7%	i	0.1

An excerpt, so the mix of outcomes need not match the whole.
